# Bioassay records: PubChem BioAssay, The Scripps Research Institute Molecular Screening Center
# ULK1 primary: ULK1 kinase inhibitors, primary screen, biochemical, AlphaScreen | Serine/threonine-protein kinase ULK1 (Homo sapiens), O75385 | AlphaScreen Atg13 phosphorylation by ULK1, luminescence | inhibition, % at 5.96 µM | 30,000 compounds, 1.9% hits | AID 1259251, 2017; in the data active = inhibition above about 43%;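 also: 0% = median of compound wells and 100% = no enzyme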
# Target sequence (O75385 whole entry, looked up): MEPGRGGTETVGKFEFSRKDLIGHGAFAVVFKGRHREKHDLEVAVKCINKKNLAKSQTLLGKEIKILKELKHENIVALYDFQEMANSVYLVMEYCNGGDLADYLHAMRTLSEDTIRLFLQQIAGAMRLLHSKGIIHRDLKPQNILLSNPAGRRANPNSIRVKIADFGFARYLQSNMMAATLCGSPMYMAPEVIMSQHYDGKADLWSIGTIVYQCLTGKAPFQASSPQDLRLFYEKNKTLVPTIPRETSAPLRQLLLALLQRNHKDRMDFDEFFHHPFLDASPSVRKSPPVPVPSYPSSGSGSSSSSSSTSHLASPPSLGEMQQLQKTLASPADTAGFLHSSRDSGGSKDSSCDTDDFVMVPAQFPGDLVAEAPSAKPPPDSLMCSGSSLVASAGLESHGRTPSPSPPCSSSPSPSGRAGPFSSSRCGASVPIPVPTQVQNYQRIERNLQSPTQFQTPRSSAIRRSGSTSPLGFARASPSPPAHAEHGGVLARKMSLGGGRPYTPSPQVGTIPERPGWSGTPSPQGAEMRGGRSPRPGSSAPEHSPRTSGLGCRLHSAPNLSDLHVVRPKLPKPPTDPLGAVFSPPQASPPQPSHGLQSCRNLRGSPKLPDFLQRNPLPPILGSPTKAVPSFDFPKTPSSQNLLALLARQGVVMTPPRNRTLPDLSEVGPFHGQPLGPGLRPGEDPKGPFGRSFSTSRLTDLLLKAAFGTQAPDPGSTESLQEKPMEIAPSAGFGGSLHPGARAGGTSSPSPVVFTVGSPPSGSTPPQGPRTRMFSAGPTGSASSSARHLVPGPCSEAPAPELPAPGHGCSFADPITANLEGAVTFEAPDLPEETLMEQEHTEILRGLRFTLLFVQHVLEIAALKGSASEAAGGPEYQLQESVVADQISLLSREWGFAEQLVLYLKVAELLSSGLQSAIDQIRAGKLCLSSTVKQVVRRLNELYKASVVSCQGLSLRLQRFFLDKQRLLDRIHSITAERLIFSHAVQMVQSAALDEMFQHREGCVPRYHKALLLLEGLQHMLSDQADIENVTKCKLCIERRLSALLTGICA
# ASK1 primary: ASK1 kinase inhibitors, primary screen, biochemical, AlphaScreen; AlphaScreen MKK6 phosphorylation by ASK1, luminescence; AID 1159602, 2016; inhibition, % at 7.44 µM; Mitogen-activated protein kinase kinase kinase 5 (Homo sapiens), Q99683; 22,000 compounds, 0.99% hits; in the data active = inhibition above about 35%;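 also: 0% = median of compound wells and 100% = no enzyme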
# An asterisk follows results filed as active; . = no result given.
SMILES,ULK1 primary,ASK1 primary
O=C(NCCOc1ccccc1)c1ccc2nc(Nc3cnccn3)sc2c1,30,5
Cc1cc(NC2CC2)nc(Nc2ccc(C(F)(F)F)cc2)n1,-18,6
O=C1CCCN1CCCNc1nc(-c2csc3ccccc23)nc2c1ncn2C1CCCCC1,-80,-7
NC(=O)c1ccc(-c2nc(NCCOc3ccccc3)c3ncn(-c4ccccc4)c3n2)cc1,-3,-5
CCCNC(=O)c1csc(NCCN2CCOCC2)n1,8,3
NC(=O)c1ccc(-c2cc(NCc3ccccc3)ncn2)cc1,-2,0
c1ccc(OCCNc2nc(NCc3ccc4c(c3)OCO4)nc3c2ncn3-c2ccsc2)cc1,12,0
Cc1ccc(C)c(N/C=C(\C#N)c2nc3ccccc3o2)c1,-13,.
COc1ccc(-c2cncc(C(=O)Nc3ccc(Oc4ccccc4)cc3)c2)cn1,-5,-8
c1ccc(Nc2nc(N3CCC(N4CCOCC4)CC3)nc3c2ncn3-c2ccsc2)cc1,1,15
O=C(Nc1ccc(N2CCOCC2)cc1)c1cccc(-n2cc(Nc3nnnn3-c3ccccc3Cl)cn2)c1,3,9
CC(=O)Nc1ccc(Nc2cc(Nc3ccccn3)nc(N)n2)cc1,-22,-8
CCN(CC)C(=O)C1CCCN(c2ccc(-n3cc(CC(=O)NCc4cccnc4)c4ccccc43)nn2)C1 (centres undefined),-5,-9
CCN(CC)C(=O)C1CCCN(c2ncc(C(=O)NCc3nc4ccccc4[nH]3)s2)C1 (centres undefined),6,2
CCN1C(=O)Cc2cc(NC(=O)C3CCCO3)ccc21 (centres undefined),-3,.
CCCNc1nc(Nc2ccccc2)nc2c1ncn2C(C)C,3,0
COc1cc2nc(-c3ccc(C(N)=O)cc3)nc(NC3CC3)c2cc1OC,-8,3
COc1ccc(CNC(=O)c2cc3ccc(-c4cn[nH]c4)nc3[nH]2)cc1,-11,-4
COc1ccc(-c2ccc(C(=O)NCc3cccnc3)s2)cc1,-2,3
CCN(CC)c1nc(Nc2ccc3c(c2)OCO3)nc(Nc2cc(OC)c(OC)c(OC)c2)n1,-24,22
COc1cc(NC(=O)c2cccc(-n3cc(NS(=O)(=O)Cc4ccccc4)cn3)c2)cc(OC)c1OC,-17,8
Cn1c(Nc2nc(Nc3ccc(N4CCOCC4)cc3)c3ncn(CCN4CCCC4=O)c3n2)nc2ccccc21,7,9
O=C(Nc1ccc2[nH]ncc2c1)[C@H]1CCCN1C(=O)C(O)c1ccc(Cl)cc1 (some centres undefined),3,-11
CNC(=O)c1ccccc1Nc1cc(Nc2cccc(C)n2)ncc1C(F)(F)F,90*,-1
COc1ccc2c(c1)CC(C(=O)Nc1ccc(-c3cn[nH]c3C)cc1OCCN1CCOCC1)CO2 (centres undefined),-13,-2

# Further records follow:
SMILES,ULK1 primary,ASK1 primary
O=C(NCc1nc2ccccc2[nH]1)c1csc(N2CCCC2CO)n1 (centres undefined),0,-16
O=C(NC1CCN(Cc2ccccc2)CC1)c1csc(Nc2cccnc2)n1,10,-1
COc1ccc(CC(=O)Nc2ncc3ccc(-c4cn[nH]c4)cc3c2F)cc1,-2,1
COc1cc(NC(=O)c2cccc(-n3cc(NC(=O)Nc4cc(C)ccc4F)cn3)c2)cc(OC)c1OC,-7,1
O=C(Nc1ccccc1)c1cnc(Nc2nccc3ccccc23)s1,12,3
O=C(NC1CCN(Cc2ccccc2)CC1)c1csc(N2CCCC2CO)n1 (centres undefined),-2,-5
CCN1C(=O)C(C)(C)COc2cc(NC(=O)c3ccc(Cl)cc3)ccc21,9,.
N#C/C(=C/c1ccc(N2CCCCC2)c([N+](=O)[O-])c1)C(N)=O,6,.
COc1cc(Nc2ncc(C(=O)NC3CC3)s2)cc(OC)c1OC,9,-22
O=C(NCCc1ccc(O)cc1)c1cncc(-c2ccc(N3CCOCC3)nc2)c1,6,0
CCOCC(=O)NCc1nnnn1-c1ccc(F)cc1,13,.
CCn1cnc2cc(NC(=O)c3cccc(-n4cc(NC(=O)C5CCc6ccccc65)cn4)c3)ccc21 (centres undefined),-15,4
Cc1cc(NCCOc2ccccc2)nc(Nc2ccncn2)n1,-5,6
NC(=O)c1ccc(-c2cc(Nc3ccc(N4CCOCC4)cc3)nc(N)n2)cc1,11,11
COc1cc(Nc2nccc(NCCc3ccc(O)cc3)n2)cc(OC)c1OC,0,4
O=C(NCCS(=O)(=O)N1CCN(c2cccc(Cl)c2)CC1)c1cc2ccccc2o1,-4,.
COc1ccc2c3c(c(=O)oc2c1)CN(C(=O)Nc1ccccc1C(F)(F)F)CC3,-9,.
COc1nc(NCc2cccnc2)nc(-c2ccc(C(=O)NC3CC3)cc2)n1,30,-4
O=C(Nc1ccc(N2CCOCC2)cc1)c1cccc(-n2nccc2NC(=O)C2CC2)c1,10,5
COc1ccc(/C=C(\C(=O)N2CCN(C)CC2)n2ccccc2=O)cc1OC,2,.
COc1cc2c(cnn2-c2cccc(C(=O)NCCN3CCOCC3)c2)cc1N,-8,5
CC(C)N(CCNC(=O)c1ccnc(-c2ccc(C(=O)NC3CC3)cc2)c1)C(C)C,-3,-10
COc1ccc(-c2nc3c(NCCN4CCOCC4)ncnc3n2C(C)C)cc1,3,-3
O=C(CC(=O)N/N=C\c1ccc2c(c1)OCO2)NCCc1ccccc1,-9,.
COc1ccccc1/C=N\N=C1\NC(=O)C(Cc2ccccc2)S1 (centres undefined),2,.

# (listing goes on)
SMILES,ULK1 primary,ASK1 primary
O=C(NCc1cccnc1)C1CCN(c2ccc(NC3CCN(Cc4ccccc4)CC3)nn2)CC1,1,5
O=C(Cc1cn(-c2ccc(N3CCC(N4CCOCC4)CC3)nn2)c2ccccc12)NCCO,6,-8
Nc1nc(NCc2ccccc2)cc(N2CCc3ccccc3C2)n1,-12,-34
OCCNc1nc(N2CCC(N3CCOCC3)CC2)nc2nc[nH]c12,-3,6
Cc1cnc(-c2ccc(C(N)=O)cc2)nc1NCc1ccccc1,-10,2
COc1ccc(-c2ncc(C(=O)NCCN(C(C)C)C(C)C)s2)cn1,-2,-13
CCNc1cc(Nc2ccc(N3CCOCC3)cc2)nc(N)n1,8,9
c1ccc2c(c1)OCC(c1cnc3ccc(-c4cn[nH]c4)cc3n1)O2 (centres undefined),-12,14
COc1cc(-c2nnc(-c3cc(OC)c(OC)c(OC)c3)o2)cc(OC)c1OC,7,.
Nc1cccc(-c2nccc(NC3CCN(Cc4ccccc4)CC3)n2)c1,-7,-6
Cn1c(-c2ccccc2)cnc1SCC(=O)Nc1ccc2c(c1)OCCO2,1,.
CCOC(=O)N1CCC(=C2c3ccc(Cl)cc3CCc3cccnc32)CC1,-11,.
O=C(NCCCN1CCCC1=O)c1ccc2nc(NCc3ccc4c(c3)OCO4)sc2c1,15,-3
CC(C)n1c(N2CCN(c3ccccn3)CC2)nc2c(NCc3cccnc3)ncnc21,-5,-1
COc1cc(NC(=O)Cc2cn(-c3ccc(Cl)nn3)c3ccccc23)cc(OC)c1OC,13,19
COc1cc(NC(=O)c2ccc3nc(-c4cccc(C(C)=O)c4)sc3c2)cc(OC)c1OC,5,19
COc1ccc(Oc2cc(Nc3ccc(OC)cc3C(N)=O)c(Cl)cn2)cc1,-10,7
CN1CC[C@H](Oc2ccnc(C(=O)Nc3ccc4[nH]ncc4c3)c2)C1,2,-4
Fc1cc(-c2nc(Nc3ccc(-n4cnc(-c5ccccn5)c4)cc3)ncc2F)cc(N2CCOCC2)c1,-97,-14
COc1cc(NC(=O)c2ccnc(Nc3nccc4ccccc34)c2)cc(OC)c1OC,16,29
COc1ccc(-c2ncc(C)c(Nc3ccc(N4CCOCC4)cc3)n2)cc1,4,9
OCC1CCCN1c1cc(Nc2ccc(N3CCOCC3)cc2)ncn1 (centres undefined),-14,-3
COc1ccc(CCNC(=O)c2ccc3nc(NCCCN4CCCC4=O)sc3c2)cc1,1,-22
CCCNc1nc(Nc2ccc(-n3ccnc3)cc2)nc2nc[nH]c12,41,-45
Nc1nccc(-c2cnc3nc(C4COc5ccc(C(=O)NCCc6cnc[nH]6)cc5C4)[nH]c3c2)n1 (centres undefined),8,2

# Remaining list, next part.
SMILES,ULK1 primary,ASK1 primary
COc1cccc(-c2cnc(NCc3cccc(F)c3)n2C)c1,-8,.
Cc1ncn(-c2ccc(Nc3ncc4cccc(-c5cccc(N6CCOCC6)c5)c4n3)cc2)n1,32,-2
CN1C(=O)CCS(=O)(=O)C1c1ccc(Cl)c(Cl)c1 (centres undefined),10,.
COc1ccc(CCNc2ncnc3nc(N4CCc5ccccc5C4)[nH]c23)cc1,3,16
COc1ccc(-c2nc(NCCOc3ccccc3)c3ncn(CCN4CCCC4=O)c3n2)cn1,-24,3
COc1ccc(CCNc2nc(Nc3ccncc3)nc3c2ncn3-c2ccccc2)cc1,-19,12
c1ccc2[nH]c(CNc3nc(N4CCC(N5CCOCC5)CC4)nc4c3ncn4-c3ccsc3)nc2c1,7,9
CC(=O)c1cccc(-c2ncc(C)c(NCCO)n2)c1,15,-5
c1ccc(Nc2nc(NC3CC3)c3[nH]cnc3n2)nc1,-9,-10
Cc1cc(NC2CC2)nc(NCc2cccnc2)n1,3,-1
Cc1cc(NCCN(C(C)C)C(C)C)nc(NC2CCC(O)CC2)n1 (centres undefined),-5,-14
COc1cc2nc(-c3ccc(C(=O)NC4CC4)cc3)nc(Nc3ccc(Oc4ccccc4)cc3)c2cc1OC,-38,-3
CCCNC(=O)c1cccc(Nc2cc(OC)c(OC)c(OC)c2)c1,6,-12
O=[N+]([O-])c1cc2c(cc1CNCCCN1CCOCC1)OCO2,-4,.
O=C(NC1CC1)c1ccc(-c2nc(NCc3nc4ccccc4[nH]3)c3[nH]cnc3n2)cc1,19,0
O=C(NCCO)c1csc(N2CCC(N3CCOCC3)CC2)n1,7,9
O=C(NCCc1ccc(O)cc1)c1cnc(Br)s1,-19,-16
CCCNC(=O)C1CCN(c2ccc(Nc3nccc4ccccc34)nn2)CC1,13,-2
CCN(CC)c1nc(NCCOc2ccccc2)nc(Nc2nc3ccccc3n2C)n1,2,-7
CN(C)CCOc1cc(-c2cn[nH]c2)c(F)cc1NC(=O)[C@H](N)c1ccc(F)cc1,-5,3
CN(C)CCCc1cc(-c2cn[nH]c2)ccc1NC(=O)C1COc2ccccc2O1 (centres undefined),4,-4
O=C(Nc1ccc(N2CCOCC2)cc1)C1CCN(c2ccc(Nc3ccc(N4CCOCC4)cc3)nn2)CC1,-16,-15
CC(C)N(CCNc1nc(-c2ccccc2)nc2c1ncn2Cc1ccc(C(F)(F)F)cc1)C(C)C,-31,-6
Cn1c(Nc2nccc(NCCc3ccc(O)cc3)n2)nc2ccccc21,4,-2
COc1cc(Nc2ncnc3c2nc(N2CCOCC2)n3C(C)C)cc(OC)c1OC,-9,-2

# Structures above that contain a CF3 group, in the order listed:
SMILES,ULK1 primary,ASK1 primary
Cc1cc(NC2CC2)nc(Nc2ccc(C(F)(F)F)cc2)n1,-18,6
CNC(=O)c1ccccc1Nc1cc(Nc2cccc(C)n2)ncc1C(F)(F)F,90*,-1
COc1ccc2c3c(c(=O)oc2c1)CN(C(=O)Nc1ccccc1C(F)(F)F)CC3,-9,.
CC(C)N(CCNc1nc(-c2ccccc2)nc2c1ncn2Cc1ccc(C(F)(F)F)cc1)C(C)C,-31,-6

# Remaining list, next part:
SMILES,ULK1 primary,ASK1 primary
COc1cc2nc(-c3cccc(C)c3)nc(NCC3CCCO3)c2cc1OC (centres undefined),0,6
Cc1nc(NCCCn2ccnc2)cc(-c2cccc(C(F)(F)F)c2)n1,-4,.
COc1cc2nc(Cl)nc(Nc3ccccc3)c2cc1OC,-14,0
CN(C)CCSc1cc(-c2cn[nH]c2)ccc1NC(=O)NCc1ccccc1,4,8
CC(C)N(CCNC(=O)c1cnc(Nc2nccc3ccccc23)s1)C(C)C,-5,-11
COc1ccc(-c2nc(Nc3ccccc3)c3[nH]cnc3n2)cc1,11,13
CC(C)CNC(=O)c1ccc2c(c1)CC(c1nc3ccc(-c4ccnc(N)n4)cc3[nH]1)CO2 (centres undefined),-31,19
COc1cc(NC(=O)Cc2cn(-c3ccc(Nc4cnccn4)nn3)c3ccccc23)cc(OC)c1OC,13,21

# Quoted from the entries so far, six compounds:
SMILES,ULK1 primary,ASK1 primary
COc1cc2nc(Cl)nc(Nc3ccccc3)c2cc1OC,-14,0
CN(C)CCSc1cc(-c2cn[nH]c2)ccc1NC(=O)NCc1ccccc1,4,8
CC(C)N(CCNC(=O)c1cnc(Nc2nccc3ccccc23)s1)C(C)C,-5,-11
COc1ccc(-c2nc(Nc3ccccc3)c3[nH]cnc3n2)cc1,11,13
CC(C)CNC(=O)c1ccc2c(c1)CC(c1nc3ccc(-c4ccnc(N)n4)cc3[nH]1)CO2 (centres undefined),-31,19
COc1cc(NC(=O)Cc2cn(-c3ccc(Nc4cnccn4)nn3)c3ccccc23)cc(OC)c1OC,13,21

# Three of the entries above in order of their number in ASK1 primary, falling.
SMILES,ULK1 primary,ASK1 primary
COc1cc(NC(=O)Cc2cn(-c3ccc(Nc4cnccn4)nn3)c3ccccc23)cc(OC)c1OC,13,21
COc1ccc(-c2nc(Nc3ccccc3)c3[nH]cnc3n2)cc1,11,13
CN(C)CCSc1cc(-c2cn[nH]c2)ccc1NC(=O)NCc1ccccc1,4,8
